# HT1080 cytotoxicity: cytotoxicity in HT1080 fibrosarcoma cells, cell-based, fluorescence readout (AID 620); hit rate 0.42% among 87,000; HT1080 viability, fluorescence; higher % means a stronger effect; one-dose cytotoxicity, % at 10 µM; EC50 in µM for titrated hits;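 note: cells exposed to compound overnight then 4 h with Alamar Blue; 0% = vehicle DMSO and 100% = killing control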
# MK inhibit: S. pneumoniae MK inhibitors, primary screen, biochemical, PK/LDH-coupled NADH absorbance; hit rate 0.48% among 65,000; mevalonate kinase [Streptococcus pneumoniae D39]; purified MK, PK/LDH-coupled NADH absorbance 340 nm; inhibition, % at 10 µM;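 active = ranked among the strongest by inhibition in the single 10 µM screen, a fixed top-ranked set picked for dose follow-up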; note: no value below 0 was filed
# Bfl-1 inhibitors: Bfl-1 inhibitors, primary screen, biochemical, fluorescence polarization, FITC-Bid, mouse (AID 432); Bcl-2-related protein A1 (Mus musculus); FITC-Bid BH3 peptide fluorescence polarization displacement; higher % means a stronger effect; displacement, % at 20 µM; hits with a dose series show IC50 in µM; hit rate 0.02% among 64,000; in the data active = a potency from the dose series; inactive = the rest, 99 in 100 with displacement below about 15%; note: strong numbers were not always called active
# Alkaline phosphatase: human TNAP enzyme inhibitors, biochemical, luminescent (AID 518); Alkaline phosphatase, tissue-nonspecific isozyme (Homo sapiens); purified TNAP enzyme, luminescent substrate readout; higher % means a stronger effect; inhibition, % at 20 µM, or IC50 in µM where a hit was titrated; hit rate 0.09% among 64,000; in the data active = a potency from the dose series; inactive = the rest, 99 in 100 with inhibition below about 22%;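 note: plate controls were vehicle for no effect and reference inhibitor for full effect; many of its hits are not listed in these tables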
# HPDE-C7K KRASV12: cytotoxicity in KRAS-transformed pancreatic duct cells, primary screen, cell-based, fluorescence, HTS (AID 431); cytotoxicity, % at 10 µM, or EC50 in µM where a hit was titrated; hit rate 1.7% among 63,000; HPDE-C7K KRASV12 cells, Alamar Blue viability, 48 h; higher % means a stronger effect;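 active = compounds whose percent cytotoxicity in the single-dose primary screen, scaled between solvent and toxic-drug controls, exceeds 50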;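 note: 0% = DMSO solvent wells and 100% = doxorubicin-treated wells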
# PMK inhibit: S. pneumoniae PMK inhibitors, primary screen, biochemical, mevalonate pathway, pilot trial included; phosphomevalonate kinase (Streptococcus pneumoniae D39); purified PMK, PK/LDH-coupled NADH absorbance 340 nm; inhibition, % at 10 µM; hit rate 0.49% among 65,000;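 active = top-ranked compounds by inhibition in the single 10 µM screen, taking a fixed number of the strongest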;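 note: 0% = full reaction with DMSO carrier and 100% = background rate without enzyme reaction; no value below 0 was filed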
# LYP phosphatase: LYP phosphatase inhibitors, primary screen, biochemical, DiFMUP fluorescence, recombinant catalytic domain, 10 µM (AID 606); Tyrosine-protein phosphatase non-receptor type 22 (Homo sapiens); recombinant LYP catalytic domain, DiFMUP fluorescence; higher % means a stronger effect; inhibition, % at 10 µM, or IC50 in µM where a hit was titrated; 52,000 tested, under 10 active;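 active = IC50 under 40 µM in the dose-response test; inactive = IC50 of 40 µM or more, or never dose-tested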
# HPDE-C7 cytotoxicity: cytotoxicity in HPDE-C7 cells, cell-based, fluorescence, HTS (AID 430). cytotoxicity, % at 10 µM; hits with a dose series show EC50 in µM. hit rate 1.8% among 63,000. HPDE-C7 pancreatic duct cells viability, fluorescence; higher % means a stronger effect;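 note: cells exposed to compound for 48 hours before viability readout; 0% = vehicle and 100% = reference cytotoxic drug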
# DPM-DC inhibit: S. pneumoniae DPM-DC inhibitors, primary screen, biochemical, PK/LDH-coupled NADH fluorescence; purified DPM-DC; diphosphomevalonate decarboxylase (Streptococcus pneumoniae D39); calls only at 10 µM; hit rate 0.49% among 65,000; AID 556, 2006;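 active = the 320 compounds with the highest percent inhibition in the single-dose primary screen, excluding strongly autofluorescent ones, cut at about 32% in these data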;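 note: kinetic rate of NADH fluorescence loss reporting ADP formed by the decarboxylase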
# PMK inhibit pilot replicates: second read-out of PMK inhibit, no call of its own (marks repeat the call); inhibition, %; measured here: pilot screen replicates
# MK inhibit pilot replicates: further read-out of MK inhibit, marked with its call; inhibition, %; measured here: pilot screen replicates
# DPM-DC inhibit pilot screen %: second read-out of DPM-DC inhibit, no call of its own (marks repeat the call); inhibition, %; measured here: pilot screen trials
# * = called active by the depositor; i = inactive; . = no result given. Cut-off read from the data, not from the text of the source, unless noted: active = cytotoxicity above about 50%; inactive = the rest.
SMILES,HT1080 cytotoxicity,MK inhibit,Bfl-1 inhibitors,Alkaline phosphatase,HPDE-C7K KRASV12,PMK inhibit,LYP phosphatase,HPDE-C7 cytotoxicity,DPM-DC inhibit,others
Cc1nc2ncnn2c(N2CCN(C(c3ccccc3)c3ccccc3)CC2)c1C,-19%,0,1%,7%,1%,17,.,-8%,i,
CCOC(=O)C1(CC)NC(c2ccco2)C2C(=O)N(c3ccc(C)cc3)C(=O)C21 (stereo not given),-14%,3,1%,8%,0%,8,12%,-9%,i,
CC(C)(C)OC(=O)N1CCC(C(=O)O)CC1,.,0,-9%,3%,-5%,13,.,-20%,i,
Cc1cc(Cl)ccc1OCC(=O)N1CCCCC1,2%,2,-1%,4%,-16%,2,-13%,-14%,i,
Cc1cc2nc(-c3cccc(NC(=O)c4ccc(Br)o4)c3C)oc2cc1C,-2%,0,-8%,9%,32%,8,7%,26%,i,
CCCCC1CC(CSc2ncn[nH]2)OC1=O (stereo not given),11%,7,-10%,18%,3%,2,-2%,-9%,i,
CCOc1ccc(NC(=O)CN2C(=O)C3CCCN3C2=O)cc1 (stereo not given),-2%,6,-2%,12%,-3%,3,6%,-3%,i,PMK inhibit pilot replicates=4.0;MK inhibit pilot replicates=0.0;DPM-DC inhibit pilot screen %=0.5
Cn1nnnc1-c1cc(Br)ccc1NC(=O)c1ccccc1,.,8,3%,13%,20%,0,4%,2%,i,
CCCNCc1cc(OCC)c(OCC(N)=O)cc1Br,1%,0,-5%,22%,7%,2,9%,8%,i,
Cc1ccc(-n2nc3c(c2NC(=O)c2ccc(OC(C)C)cc2)CS(=O)C3)cc1 (stereo not given),5%,0,-7%,-4%,-18%,15,7%,-8%,i,
O=C(CC1N=C2c3ccccc3N=C(SCc3ccc(F)cc3)N2C1=O)NCc1ccco1 (stereo not given),5%,5,0%,7%,-17%,8,0%,-14%,i,
COc1ccccc1C1CC(c2ccc(Cl)cc2Cl)Nc2nc(N)nn21 (stereo not given),-5%,4,-3%,1%,3%,7,5%,0%,i,
COc1ccc(N2CCN(C(c3cccc(OC)c3OC)c3nnnn3C3CCCC3)CC2)cc1 (stereo not given),-4%,6,-12%,10%,-2%,7,4%,-14%,i,PMK inhibit pilot replicates=0.0;MK inhibit pilot replicates=3.0;DPM-DC inhibit pilot screen %=0.0
COC(=O)COc1nc(C)c(Br)c(OC)n1,27%,3,6%,6%,-3%,0,9%,16%,i,PMK inhibit pilot replicates=3.5;MK inhibit pilot replicates=7.0;DPM-DC inhibit pilot screen %=5.0
COc1cccc(-c2csc(N3CCN(Cc4ccccc4)CC3)n2)c1,-11%,8,-2%,10%,7%,7,3%,-2%,i,
Cn1c(=O)[nH]c(=O)c2c1nc(OC(=O)c1ccccc1)n2CC(O)COc1ccc(F)cc1 (stereo not given),-2%,8,2%,8%,-2%,3,0%,4%,i,
CC(=O)c1cccc(NC(=O)CN(c2ccc(C)cc2)S(=O)(=O)c2cccc3nonc23)c1,9%,3,-1%,10%,6%,8,.,-5%,i,
CCOC(=O)c1c(NC(=O)CN(CC)CC)sc2c1CCC2,-6%,2,-4%,8%,-4%,0,.,-1%,i,
CCOC(=O)c1c(C)oc2ccc(NS(=O)(=O)c3ccc4c5c(cccc35)C(=O)N4)cc12,9%,14,8%,14%,70%*,8,2%,64%*,i,PMK inhibit pilot replicates=2.0;MK inhibit pilot replicates=2.0;DPM-DC inhibit pilot screen %=2.0
CCCOC(=O)NC(CC)COC(=O)Nc1cc(C)ccc1C (stereo not given),7%,2,-6%,2%,-6%,13,.,-12%,i,

# Overlap with the part before: two entries, then new ones.
SMILES,HT1080 cytotoxicity,MK inhibit,Bfl-1 inhibitors,Alkaline phosphatase,HPDE-C7K KRASV12,PMK inhibit,LYP phosphatase,HPDE-C7 cytotoxicity,DPM-DC inhibit,others
CCOC(=O)c1c(C)oc2ccc(NS(=O)(=O)c3ccc4c5c(cccc35)C(=O)N4)cc12,9%,14,8%,14%,70%*,8,2%,64%*,i,PMK inhibit pilot replicates=2.0;MK inhibit pilot replicates=2.0;DPM-DC inhibit pilot screen %=2.0
CCCOC(=O)NC(CC)COC(=O)Nc1cc(C)ccc1C (stereo not given),7%,2,-6%,2%,-6%,13,.,-12%,i,
O=C(Cn1cc2c(n1)CCCCC2)N1CCc2ccccc2C1,-2%,4,0%,13%,2%,7,11%,-3%,i,PMK inhibit pilot replicates=0.0;MK inhibit pilot replicates=0.0;DPM-DC inhibit pilot screen %=0.0
Cc1ccc2nc(NC(=O)COC(=O)c3ccco3)sc2c1,-2%,0,-1%,6%,10%,18,.,5%,i,
CCOC(=O)N1CCC(=C(C#N)C(=O)Nc2cc(OC)ccc2OC)CC1,10%,5,7%,13%,6%,12,-5%,-6%,i,
O=C(Nc1ccc2c(c1)nc1n2CCOC1)C1CCCCC1,-9%,2,0%,6%,-14%,0,5%,-20%,i,
CC1CN(C(=O)c2cnn3c(C(F)F)cc(-c4ccccc4)nc23)CC(C)O1 (stereo not given),7%,5,2%,7%,-3%,9,.,1%,i,
CCn1c(SCC(=O)c2ccc(O)c(O)c2)nnc1-c1ccccc1OC,23%,18,10%,17%,0%,14,12%,-10%,i,
CCS(=O)(=O)N1CCC(C(=O)N2CCN(c3ccccc3)CC2)CC1,-5%,1,-7%,6%,-6%,7,12%,-6%,i,
O=C(Nc1nccs1)C1CCCN1S(=O)(=O)c1ccc(Cl)cc1 (stereo not given),-4%,6,-7%,11%,1%,19,13%,-11%,i,
CC1CN(c2nc3c(c(=O)n(C)c(=O)n3C)n2Cc2c(Cl)cccc2Cl)CC(C)O1 (stereo not given),7%,2,-2%,5%,7%,10,.,6%,i,
Cc1ccc(NC2c3ncccc3C(=O)N2Cc2ccc(F)cc2)cc1 (stereo not given),14%,32,4%,7%,6%,15,5%,-2%,i,
CN(CC(=O)Nn1cnnc1)S(=O)(=O)c1cc(Cl)ccc1Cl,4%,12,2%,11%,-8%,3,9%,0%,i,
COc1ccc(CN(C(=O)CSc2nnc(-c3ccc(F)cc3)o2)c2ccc(F)cc2)cc1,-3%,4,0%,5%,-10%,0,8%,3%,i,
CC12CCC(=O)N1C(C(=O)O)Cc1c2[nH]c2ccccc12 (stereo not given),-5%,2,2%,10%,-7%,13,7%,-5%,i,
CC1=C(C(=O)Nc2ccccc2C)C(c2ccccc2)NC(=O)N1 (stereo not given),4%,16,-4%,8%,-7%,11,6%,8%,i,
COc1ccc(S(=O)(=O)NCCC(C)C)cc1OC,-6%,8,-5%,5%,-3%,4,10%,-7%,i,
CN(Cc1c(F)cccc1Cl)c1ccc(S(=O)(=O)N2CCOCC2)cn1,10%,0,-6%,10%,7%,10,-3%,6%,i,
O=C(CCn1c(=O)[nH]c2ccccc2c1=O)N1CCN(c2cccc(C(F)(F)F)c2)CC1,-5%,0,-4%,4%,-4%,15,14%,-12%,i,
O=C1CSC(=Nc2ccc(O)cc2)N1c1ccc(O)cc1,6%,3,-6%,9%,8%,5,3%,-11%,i,PMK inhibit pilot replicates=9.5;MK inhibit pilot replicates=0.5;DPM-DC inhibit pilot screen %=0.0
COn1c(SCC(N)=O)nc2ccccc2c1=O,-10%,5,-6%,3%,-10%,14,.,2%,i,
O=S(=O)(CCc1ccccc1)N1CCOCC1,-5%,4,5%,6%,-6%,14,15%,-10%,i,
CC1Oc2ccccc2N(Cc2ccccc2F)C1=O (stereo not given),-6%,0,-2%,23%,3%,5,9%,-5%,i,
Cc1ccccc1-c1nc(CS(=O)(=O)CC(=O)N2CCc3ccccc3C2)c(C)o1,-5%,11,-4%,8%,5%,0,1%,9%,i,
O=C(c1ccc2c(=O)n(C3CCCC3)c(=S)[nH]c2c1)N1CCN(C2CCCCC2)CC1,-7%,0,-9%,8%,14%,4,-5%,7%,i,
CN(C)CCNC(=O)COc1cccc(Cl)c1,-1%,14,5%,10%,-10%,10,2%,-12%,i,
COc1ccc(F)cc1S(=O)(=O)N1CCCN(S(=O)(=O)c2cc(F)ccc2OC)CC1,4%,4,-8%,10%,-5%,0,-10%,6%,i,
CC1Cn2c(nnc2-c2ccccc2O)S1 (stereo not given),-8%,0,-1%,6%,7%,0,1%,7%,i,
CCCOc1ccccc1C(=O)N(Cc1cccs1)C1CCS(=O)(=O)C1 (stereo not given),.,11,-2%,11%,-5%,5,-6%,4%,i,
CSc1ccc(Cl)c(C(=O)OCC(=O)N2CCOCC2)c1,1%,0,-1%,7%,-14%,24,8%,0%,i,
Cn1c(=O)c2c(nc(CN3CCN(c4ccccc4F)CC3)n2CCN2CCOCC2)n(C)c1=O,2%,0,3%,1%,-16%,1,6%,-30%,i,PMK inhibit pilot replicates=0.0;MK inhibit pilot replicates=0.0;DPM-DC inhibit pilot screen %=0.5
Cc1[nH]c2ccccc2c1C(=O)CN1CCCCC1CCO (stereo not given),8%,6,2%,2%,-9%,14,16%,-11%,i,
COc1ccc(C(C)(C)C)cc1S(=O)(=O)N1CCN(C)CC1,-4%,9,-8%,10%,-3%,8,12%,-9%,i,
Cc1sc2nc(SCC(=O)c3cccs3)n(Cc3ccco3)c(=O)c2c1C,-2%,7,1%,-1%,32%,2,18%,8%,i,
COCCNC(=O)CN1C(=O)CC(C)(C)S(=O)(=O)c2ccccc21,-6%,18,-5%,6%,3%,1,-9%,-1%,i,
COc1ccc(-c2cn3c(C)c(C(=O)Nc4cc(NC(C)=O)ccc4OC)sc3n2)cc1,26%,2,-43%,8%,20%,17,-1%,19%,.,PMK inhibit pilot replicates=4.0;MK inhibit pilot replicates=0.0
Cn1c(Cn2c(=O)sc3ccccc32)nnc1SCC(=O)N1CCCc2ccccc21,-10%,5,2%,0%,4%,5,15%,1%,i,
CCCCC(=O)NCCc1cc2c(C)ccc(C)c2[nH]c1=O,7%,0,-3%,15%,13%,10,7%,15%,i,PMK inhibit pilot replicates=0.5;MK inhibit pilot replicates=1.0;DPM-DC inhibit pilot screen %=1.5
COCCN(CC(=O)NCc1ccc(F)cc1)C(=O)CCC(=O)Nc1ccccn1,-8%,7,-8%,8%,1%,10,10%,-4%,i,
CCOC(=O)c1c(N)nn(C(C)=O)c1-c1ccccc1,0%,3,-4%,9%,-9%,0,-7%,-3%,i,
COc1ccc(CCNS(=O)(=O)c2ccc(S(=O)(=O)N3CCCC3)cc2)cc1OC,-4%,10,-7%,7%,-22%,8,.,-11%,i,
S=c1[nH]nc(-c2ccncc2)n1Cc1ccco1,-11%,16,-6%,24%,0%,4,9%,-2%,i,
COc1ccc(OC)c(NC(=O)COC(=O)c2ccc(S(=O)(=O)N3CCOCC3)cc2)c1,1%,6,-7%,6%,.,15,.,.,i,
